Screens: PubChem BioAssay, several laboratories
Insulin prom up: MIN6 insulin promoter up-regulation; z-score at 5 µM; MIN6 insulin promoter-GFP reporter, high-content imaging; active compounds read high; AID 1625; hit rate 0.3% among 190,000;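 active = z-score above 3 at 5 µM with at least 500 cells counted in the well; inconclusive = wells under 500 cells, flagged as cytotoxic or low count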
Autophagy HCS: modulators of autophagy; MEF GFP-LC3 puncta imaging; test concentration mostly 10 µM; calls only at 10 µM (by protocol); hit rate 0.98% among 190,000; AID 463193;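 active = percentage of spot-positive cells more than 3 SD above its plate mean, without a fluorescence outlier flag or 80% toxicity; inconclusive = no clear call, values can overlap the other calls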;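 note: spot-positive cell cutoff set from DMSO-treated cells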
bCat nuc transl: beta-catenin nuclear translocation modulation; HeLa beta-catenin nuclear translocation, immunofluorescence imaging; nuclear translocation activity, % at 5 µM; hit rate 0.3% among 190,000; AID 1665;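 active = nuclear translocation activity above 50% at 5 µM, with a well cell count of 50 or more; inconclusive = wells under 50 cells across six images, flagged as toxic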;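 note: per-cell ratio of nuclear to cytoplasmic median beta-catenin stain intensity; plate controls were DMSO negative control for no effect and GSK-3 inhibitor IX positive control for full effect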
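Test system: human HeLa cell line; Doses: 5 µM primary, 0.02–20 µM confirmation; Incubation: 24 h compound exposure, 37°C; Detection: beta-catenin immunofluorescence imaging with DAPI; Read-out: beta-catenin nuclear/cytoplasmic ratio, % activation.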
Dynein cargo inh: dynein cargo transport inhibition. 3617.4 mouse cells, GR-EGFP nuclear translocation imaging; test concentration mostly 20 µM; stimulated with dexamethasone, 1 µM; active compounds read low. z-score, hits read low. hit rate 0.47% among 220,000;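 active = plate z-score of nuclear minus cytoplasmic receptor signal below a set negative limit, without overly bright fluorescence or cell loss, cut at about -3.5 in these data, passing the limit was not always enough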;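 note: z-score of nuclear minus cytoplasmic ring GR-EGFP intensity difference per well; some compounds called inactive have numbers as strong as hits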
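Also added: dexamethasone, 1.0 µM final. Medium: tet-free, stripped-serum medium. Detection: fixed, Hoechst-stained cells imaged at 10x for EGFP. Read-out: nuclear-to-cytoplasmic GR-EGFP distribution per well. Times: induction 48 h, compound 1 h, agonist 30 min.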
HEK293 NOD2/NF-kB: NOD2 signaling inhibitors, cell-based, luminescence, uHTS, HEK293 (AID 1566) | HEK293 NOD2/NF-kB luciferase reporter, luminescence; higher % means a stronger effect | inhibition, % at 4 µM, or EC50 in µM where a hit was titrated | hit rate 0.63% among 290,000; in the data active = inhibition above about 50%; note: many of its hits are not listed in these tables
NOD1 inhibition: NOD1 signaling inhibitors, primary screen, cell-based, luminescence, uHTS (AID 1578). NOD1-driven NF-kB luciferase reporter cells, luminescence; higher % means a stronger effect. one-dose inhibition, % at 4 µM; EC50 in µM for titrated hits. hit rate 1% among 290,000; in the data active = inhibition mostly above about 36%, no sharp cut-off; inactive = mostly below about 34%;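 note: HEK-293T reporter cells stimulated with the NOD1 agonist gamma-tri-DAP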
Yfh1-off respiration: mitochondrial function rescue without frataxin homolog – Friedreich's ataxia, plus single-dose screen, dose response (AID 1465); one-dose fold induction at 50 µM; EC50 in µM for titrated hits; S. cerevisiae Yfh1-off respiration, WST-1 reduction, 72 h; higher fold induction means a stronger effect; hit rate 0.074% among 220,000;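 active = fold induction of absorbance versus untreated yeast above a set limit, then at least 30% activation at any dose in follow-up; inconclusive = repeats straddling the limit, or above it without dose testing; inactive = fold induction below the set limit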;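 note: activators that raise dye reduction in frataxin-depleted yeast; strong numbers were not always called active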
P. falciparum M17LAP: P. falciparum M17LAP inhibitors, primary screen, biochemical, fluorogenic H-Leu-NHMec substrate, 1536-well (AID 1619); recombinant M17LAP, H-Leu-NHMec fluorogenic kinetic assay; higher % means a stronger effect; inhibition, % at 30 µM, or IC50 in µM where a hit was titrated; hit rate 0.38% among 220,000;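 active = compound inhibiting the enzyme by more than half at any dose during confirmatory dose-response retesting; inconclusive = strong single-dose inhibitors picked by rank but not retested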;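 note: plate controls were full reaction with DMSO carrier for no effect and no enzyme background for full effect; strong numbers were not always called active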
MT stabilize HCS: microtubule stabilization, imaging screen; % tubulin-high responders, % at 10 µM; hit rate 0.83% among 200,000; HeLa tubulin immunostaining HCS, 24 h; share of cells brighter than vehicle mean+2SD;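 active = plate Z-score above 3 for both tubulin-high and condensed-nucleus cell shares, with cell loss under 80%, at 10 µM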;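 note: anti alpha tubulin signal scored within the nucleus-defined area of each cell; some results filed as inactive read as strong as hits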
Dynein cargo inh cytoplasmic EGFP: further read-out of Dynein cargo inh, marked with its call; z-score; measured here: cytoplasmic GR-EGFP intensity; active compounds read high
Dynein cargo inh nuclear GR-EGFP: also measured in Dynein cargo inh; calls as there; z-score; measured here: nuclear GR-EGFP intensity;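 lower value marks the stronger effect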
Dynein cargo inh cell count: further read-out of Dynein cargo inh, marked with its call; z-score; measured here: cell count per field
Insulin prom up cell count: recorded beside Insulin prom up, whose call it bears; cell count; measured here: cytotoxicity, nuclei count;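 total cells summed across four imaged fields per well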
bCat nuc transl cell count 5 µM: further read-out of bCat nuc transl, marked with its call; cell count; measured here: cell count, cytotoxicity flag
MT stabilize HCS Hoechst-high %: recorded beside MT stabilize HCS, whose call it bears; % Hoechst-high responders; measured here: nuclear condensation Hoechst responders;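 share of cells brighter than vehicle mean plus two SD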
MT stabilize HCS cytotoxicity %: also measured in MT stabilize HCS; calls as there; toxicity, %; measured here: cytotoxicity by cell density;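 0% = mean cell density of plate MIN control wells and 100% = no cells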
Autophagy HCS cell loss 18 h: also measured in Autophagy HCS; calls as there; toxicity, %; measured here: cell loss, nuclei count;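 cell loss after 18 h compound exposure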
The depositor's hits bear a star; i = inactive; ? = inconclusive; . = not tested or not shown.

The line under a structure holds: Insulin prom up	Insulin prom up cell count	Autophagy HCS	Autophagy HCS cell loss 18 h	bCat nuc transl	bCat nuc transl cell count 5 µM	Dynein cargo inh	Dynein cargo inh cytoplasmic EGFP	Dynein cargo inh nuclear GR-EGFP	Dynein cargo inh cell count	HEK293 NOD2/NF-kB	NOD1 inhibition	Yfh1-off respiration	P. falciparum M17LAP	MT stabilize HCS	MT stabilize HCS Hoechst-high %	MT stabilize HCS cytotoxicity %
1	COC(=O)C1=C(C)NC(=O)NC1c1ccc(-c2ccc(F)cc2)o1 (stereo not given)
 : 0.02	1403	i	9	0.0	1111	-0.25	1	-0.39	1.2	4%	-6%	i	0%	1.4	2.0	3.4
2	COC(=O)c1ccc(Cn2nnc3ccccc3c2=O)o1
 : 0.18	1432	i	-2	0.8	1373	1.8	0.08	0.45	-0.47	-8%	-14%	i	3%	1.8	2.5	6.3
3	COc1cc(NS(=O)(=O)c2ccc(NC(=S)NC(=O)c3sc4cc(F)ccc4c3Cl)cc2)nc(OC)n1
 : -0.07	1520	i	7	12	1008	0.17	-0.22	0.58	-0.67	-49%	48%	i	18%	7.0	3.7	10.0
4	O=c1c2ccccc2cnn1CCOc1ccccc1
 : -0.11	1380	i	0	-0.6	1010	0.76	-0.19	0.007	-0.56	60%*	67%*	i	8%	2.7	2.8	9.4
5	CC(C)OCCCNS(=O)(=O)c1ccc2c(c1)OCCO2
 : -1.1	1246	i	-6	-2.0	1182	0.41	-0.22	0.21	0.25	15%	-13%	i	1%	2.5	1.4	0.8
6	CS(=O)(=O)N1CCN(c2nc(-c3ccc(F)cc3)cs2)CC1
 : -0.16	1544	i	6	-1.2	1371	3.9	-0.095	2.2	-2.1	-10%	-18%	i	-7%	2.0	1.2	6.4
7	O=C(NNC(=O)c1cnccc1C(F)(F)F)c1ccc(Cl)cc1
 : 0.22	1399	.	.	-4.7	1238	-0.39	-0.27	-0.24	0.86	11%	-8%	i	-1%	.	.	.
8	CCN(CC)C(=O)c1c(C)[nH]c(=S)c(C#N)c1-c1ccco1
 : .	.	i	-8	0.8	1015	0.53	-0.2	0.41	-0.76	8%	-14%	i	-2%	2.8	3.7	10
9	Cc1c(C(=O)Nc2ccc(F)cc2)oc2ccc(S(=O)(=O)N3CCC4(CC3)OCCO4)cc12
 : 0.25	656	i	1	-2.3	834	-0.39	-0.31	-0.035	0.2	20%	48%	i	2%	4.5	2.5	3.2
10	O=C(CSc1ncc(-c2ccccc2)[nH]1)Nc1ccccc1F
 : -0.37	1032	i	-6	-1.6	1079	-0.82	-0.17	-0.49	0.66	-14%	-37%	i	10%	1.4	1.4	0.0
11	Cc1ccc(CSCC(=O)NCc2cccs2)cc1
 : -0.25	1204	i	15	-0.7	1023	0.24	-0.24	0.14	-0.19	3%	-12%	i	-1%	1.3	1.0	6.3
12	CS(=O)(=O)N1CCN(C(=O)Cc2ccccc2)CC1
 : 0.55	1160	i	10	-0.2	991	-0.57	1.3	0.2	0.17	-8%	-5%	i	5%	6.6	2.4	7.4
13	CCC(CC)c1nnc(NC(=O)c2ccc(N3CCCCC3)c([N+](=O)[O-])c2)s1
 : 1.2	1130	i	2	3.1	496	-0.24	-0.26	-0.34	0.22	8%	-15%	i	12%	3.2	2.6	3.3
14	Cc1ccc(C(=O)NNC2=Nc3cccc4cccc2c34)cc1
 : 0.02	1467	i	-10	-3.9	1140	1.8	-0.25	1.8	-1.8	-34%	34%	i	-5%	5.7	5.3	0.9
15	CC(=O)C1=C(C)NC(SCc2cccc([N+](=O)[O-])c2)=C(C#N)C1c1ccco1 (stereo not given)
 : 0.21	1339	i	43	-1.5	1341	-0.14	0.046	0.69	0.58	10%	4%	.	-3%	1.4	1.7	5.6
16	COc1ccc(NC(=O)CC2C(=O)N(CCc3ccccc3)C(=S)N2Cc2cccnc2)cc1 (stereo not given)
 : -0.36	1514	i	-1	-0.8	1347	1.5	-0.14	0.89	-1.4	-9%	5%	i	23%	1.7	1.0	1.2
17	CCOc1cc(N2CCOCC2)c(OCC)cc1NC(=O)COc1cccc2cccnc12
 : -1.3	618	i	-9	-2.4	885	-0.71	-0.19	-0.094	0.62	7%	45%	i	12%	5.2	2.4	7.0
18	C=C(C)CC1(NC(C)c2ccccc2)CCCCC1 (stereo not given)
 : 0.11	1377	i	-4	.	.	3.5	-0.052	2.1	-2	11%	-25%	i	1%	3.5	2.2	4.2
19	CN1C2CCC1/C(=C\c1ccccc1Cl)C(=O)/C2=C\c1ccccc1Cl
 : -0.5	1150	.	.	-1.7	1166	.	.	.	.	-8%	.	i	4%	.	.	.
20	Cc1cc(OC(=O)Cc2cccc3ccccc23)c([N+](=O)[O-])c(=O)[nH]1
 : -0.1	1360	i	5	1.3	950	-0.23	-0.29	-0.47	0.21	0%	-21%	i	-3%	5.8	2.5	13
21	O=C(Nc1nc(-c2nc3ccccc3s2)cs1)C1CC1
 : 1.1	1694	i	7	-0.2	1010	-1.3	-0.092	-0.46	0.77	-180%	-6%	i	4%	1.6	1.6	5.2
22	Cn1nccc1NS(=O)(=O)c1ccc(C(C)(C)C)cc1
 : 0.33	1122	.	.	-0.9	1257	1.2	-0.23	0.55	-0.43	4%	-2%	i	-1%	.	.	.
23	CCOc1ccccc1C1N(c2ccc(F)cc2)C(=O)C2CCCN21 (stereo not given)
 : 0.48	1367	i	6	.	.	-1.3	-0.25	-0.35	0.2	-15%	-28%	i	7%	3.4	2.8	5.0
24	OCCC1CN(Cc2ccccc2-c2ccco2)CCN1Cc1ccccc1 (stereo not given)
 : -0.22	1457	i	28	2.1	895	-1.1	-0.26	-0.36	0.46	10%	-12%	i	1%	2.7	2.8	2.6
25	COc1ccc(NC(=S)N2CCN(C(c3ccccc3)c3ccccc3)CC2)cc1OC
 : -1.8	955	i	21	-0.1	1154	0.61	0.53	0.36	-1.8	12%	19%	i	13%	5.1	1.2	6.7
26	CCNC(=O)C(C)Oc1ccc(Cl)cc1Cl (stereo not given)
 : 0.18	1342	i	-8	5.6	747	-0.44	-0.19	-0.14	0.88	7%	-2%	i	-7%	4.2	2.0	4.9
27	CCOC(=O)C1C2C=CC3(CN(C4CCCC4)C(=O)C13)O2 (stereo not given)
 : 0.26	742	i	-8	-3.2	1119	-0.56	-0.15	0.085	-0.059	1%	0%	.	2%	3.8	2.5	5.8
28	COc1ccc(OC)c(Nc2cc(C)nc3nc(C)nn23)c1
 : -0.65	1726	i	-5	7.7	945	-0.55	-0.17	0.048	0.35	10%	-2%	i	-3%	16*	14*	20*
29	C=CCSc1nc(C)c(CCCC)c(=O)[nH]1
 : .	.	i	-2	-0.3	956	-0.22	-0.21	0.0011	0.025	5%	-17%	i	-7%	2.2	2.3	4.5
30	CCCCCCCn1c2c(c(=N)c3ccccc31)CCC2
 : ?	.	i	8	-0.3	864	-2.5	0.39	-1.3	1	41%	77%*	i	.	7.4	2.4	17
31	COc1ccc(S(=O)(=O)N2CCOC2CNC(=O)C(=O)NCc2ccco2)cc1 (stereo not given)
 : -1	1082	.	.	0.4	1212	0.18	-0.18	0.7	-0.41	10%	-4%	i	8%	.	.	.
32	Cc1nc(COC(=O)c2ccc(CO)cc2)cs1
 : -0.5	1457	i	-8	-3.1	786	-0.37	-0.23	0.27	0.059	-7%	-3%	i	3%	5.8	2.3	4.3
33	COc1cc(OC)cc(C(=O)N2CCN(S(C)(=O)=O)CC2)c1
 : 0.92	1215	i	-2	-1.2	1175	-0.31	-0.26	-0.22	0.85	5%	-23%	i	-11%	3.4	2.3	8.5
34	CCCCP(=O)(CCCC)Cc1ccccc1
 : .	.	i	-1	.	.	-0.47	-0.23	-0.43	-0.35	4%	-16%	i	-12%	2.1	1.4	3.4

Some of the compounds tested (hit frequency here may not be typical).
